Screening data as filed in PubChem.
PostGolgi yeast: growth inhibition of a yeast mutant, post-Golgi transport screen; post-Golgi transport phenotypic cell assay; inhibition, % at 10 µM; hit rate 0.9% among 98,000;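 further: yeast cells grown in 1536-well plates; yeast grown about 18 h at 30C before absorbance read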
sEH inhibitor: blocks human soluble epoxide hydrolase activity. P34913. recombinant human sEH enzymatic activity assay. inhibition, % at 2 µM. hit rate 0.34% among 91,000. AID 707; in the data active means inhibition above about 80%; further: values of inactives mirror those of a sister screen read the other way; many of its hits are not listed in these tables
PostGolgi ctrl: inhibits growth of the yeast control strain; efflux-deficient yeast background strain, growth absorbance A615, 16 h; inhibition, % at 10 µM; hit rate 5% among 98,000; AID 738
CYP2C19 act: cytochrome P450 2C19 (human) activation | recombinant CYP2C19, luciferin-H EGE luminescence; active compounds read high; 0 = fully inhibited enzyme, 1 = untreated enzyme | AID 1025 | activation factor at 5 µM | 96,000 tested, under 10 active | P33261;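 active means activation factor of at least 2 at 5 µM in the primary screen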;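 further: 0 = wells with 2.5 mM tranylcypromine and 1 = vehicle-only wells; values of inactives mirror those of a sister screen read the other way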
CYP2C19 inh: inhibitors of human CYP2C19 | P33261 | CYP2C19 Supersomes, luciferin-H EGE luminescence, 30 min | inhibition, % at 5 µM | hit rate 21% among 96,000 | AID 778;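 active means CYP2C19 inhibition above a set limit at 5 µM in the primary screen, cut at about 50% in these data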;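 further: plate controls were negative control wells for no effect and 2.5 mM tranylcypromine positive control for full effect; values of inactives mirror those of a sister screen read the other way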
S1P2 blocker: S1P2 (human) receptor antagonism; inhibition, % at 5 µM; O95136; AID 736; hit rate 0.21% among 97,000; cell-based S1P2 antagonist assay, inhibition at 5 uM; in the data active means inhibition above about 45%;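 further: CRE beta-lactamase reporter cells expressing human S1P2 stimulated with S1P; 0% = agonist at EC80 alone and 100% = agonist plus reference antagonist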
Target sequence (O95136 whole entry, looked up): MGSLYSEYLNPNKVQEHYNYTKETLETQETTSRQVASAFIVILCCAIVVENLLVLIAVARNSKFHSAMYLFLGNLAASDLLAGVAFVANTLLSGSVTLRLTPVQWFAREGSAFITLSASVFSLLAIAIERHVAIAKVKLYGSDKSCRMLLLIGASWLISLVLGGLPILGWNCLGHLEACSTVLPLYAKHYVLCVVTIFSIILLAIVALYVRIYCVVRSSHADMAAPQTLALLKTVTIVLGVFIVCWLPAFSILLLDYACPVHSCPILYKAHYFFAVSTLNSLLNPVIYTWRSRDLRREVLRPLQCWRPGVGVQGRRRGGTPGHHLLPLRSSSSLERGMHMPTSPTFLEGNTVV
hDAT+cocaine: modulates human dopamine transporter uptake under cocaine; Q01959; LLC-PK1 hDAT cells, [14C]-dopamine uptake with cocaine IC80; actives deviate in either direction; B-score at 10 µM; hit rate 1.3% among 110,000;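 active means Z score or B-score, a plate-position-corrected score, falls beyond the plate's 99.7% confidence bounds, in either direction; inactive means both scores lie inside the 99.7% bounds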;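 further: scored against the spread of the other compound wells on the same plate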
Target sequence (Q01959 whole entry, looked up): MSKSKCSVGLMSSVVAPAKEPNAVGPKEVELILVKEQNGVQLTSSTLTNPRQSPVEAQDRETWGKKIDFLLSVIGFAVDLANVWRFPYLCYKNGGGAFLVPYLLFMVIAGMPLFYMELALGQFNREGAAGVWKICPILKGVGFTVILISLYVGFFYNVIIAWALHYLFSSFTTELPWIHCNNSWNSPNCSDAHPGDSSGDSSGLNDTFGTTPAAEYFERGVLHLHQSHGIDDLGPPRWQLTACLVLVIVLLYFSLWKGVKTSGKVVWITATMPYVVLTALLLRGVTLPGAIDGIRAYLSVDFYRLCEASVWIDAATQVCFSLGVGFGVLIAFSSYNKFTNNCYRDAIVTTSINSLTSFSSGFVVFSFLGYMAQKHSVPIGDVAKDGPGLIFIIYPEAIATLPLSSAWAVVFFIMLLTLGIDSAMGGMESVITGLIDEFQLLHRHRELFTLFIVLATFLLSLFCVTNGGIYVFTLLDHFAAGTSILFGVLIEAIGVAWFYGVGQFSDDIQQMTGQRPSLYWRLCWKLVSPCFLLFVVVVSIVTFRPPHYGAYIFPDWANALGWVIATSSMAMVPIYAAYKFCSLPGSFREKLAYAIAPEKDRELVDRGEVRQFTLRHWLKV
S1P2 agonist: agonists of human S1P2 receptor. O95136. activation, % at 4.5 µM. S1P2-expressing cell line, agonist reporter read-out. hit rate 0.46% among 97,000; in the data active means activation above about 16%;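 further: 0% = vehicle low control and 100% = maximal reference agonist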
sEH act: increases human soluble epoxide hydrolase activity | activation, % at 2 µM | P34913 | purified human sEH enzymatic activity, activator screen | AID 717 | hit rate 0.04% among 91,000; in the data active means activation above about 37%; further: values of inactives mirror those of a sister screen read the other way
* = called active by the depositor; . = no result given. Unless noted, no stated cut-off is given here; in the data, active means inhibition above about 30%; inactive means the rest.

SMILES	PostGolgi yeast	sEH inhibitor	PostGolgi ctrl	CYP2C19 act	CYP2C19 inh	S1P2 blocker	hDAT+cocaine	S1P2 agonist	sEH act
COC(=O)c1ccc(NC(=O)CSc2nnc(COc3ccccc3)n2C)cc1	8	-4	13	0.8	15	-6	-0.54	-5	3
Cn1ncc(N=Cc2ccc([N+](=O)[O-])cc2)c1C(=O)N1CCOCC1	7	-3	0	1.3	-26	-2	0.33	-7	5
COc1ccc(C(=O)CSc2nc(SC)ns2)cc1OC	0	-24	3	0.4	62*	-13	-0.48	-1	20
COc1ccc(OC)c(C(=O)COC(=O)c2c(OC)cccc2OC)c1	3	.	27	0.9	13	.	0.21	.	.
c1ccc2c(c1)ncn2Cc1nnc2sc(-c3ccc4c(c3)OCO4)nn12	-1	-8	0	0.9	8	-5	0.89	-5	6
Cn1c(=O)c(Oc2cc(Cl)cc(Cl)c2)nc2ccccc21	-1	6	3	1	2	4	0.67	-7	-5
Cc1cccc(NC(=O)c2cc(NC(=O)CCCC(=O)O)ccc2Cl)n1	-1	8	-1	1	1	-4	0.2	-1	-5
COc1cccc(/C(C#N)=C/c2c(-c3ccc(Cl)cc3)nc3c(C)cccn23)c1	7	-8	49*	0.4	55*	20	0.4	-1	6
Cc1cc2cc(CNC(=O)c3cc4ccccc4o3)ccc2n1C	-2	.	1	0.8	22	22	1.6	-5	.
CCC(=O)N1CC2(CC(c3cccc([N+](=O)[O-])c3)=NO2)C[C@H]1C(=O)NCC(N)=O (some centres undefined)	1	6	19	0.9	11	-3	-0.079	-12	-5
COC(=O)CSc1nc2ccccc2n1CC(=O)N(C(C)C)C(C)C	4	.	27	1	1	.	-1.5	.	.
O=C(Oc1ccccc1C(=O)N1CCOCC1)c1ccccc1	2	-1	1	1.1	-7	-3	0.36	-2	0
Cc1occc1C(=O)NNC(=O)NC12CC3CC(CC(C3)C1)C2	-10	-2	6	0.8	15	7	.	-4	5
COc1cc(NC(=O)c2ccco2)c(OC)cc1NC(=O)CCC(=O)Nc1cccc(C)c1C	-1	9	3	0.8	20	-7	0.7	-7	-8
Cc1ccc(Cl)cc1NC(=O)COC(=O)C1CCCCC1	-7	-7	-5	0.7	32	-29	-1.1	-2	5
O=C(O)C1CCCN1S(=O)(=O)c1cc(Cl)ccc1Cl (centres undefined)	7	3	23	0.9	5	9	-0.0081	-4	-4
O=C(NCC1CCCO1)NC1(C(F)(F)F)Oc2ccccc2O1 (centres undefined)	-1	-5	17	0.8	22	13	-4	-6	3
COc1ccc(C(=O)CC(=O)O)c2c1C=CC(C)(C)O2	-5	17	4	1.1	-7	14	-0.25	-8	-19
O=c1c2cccc3c2c(nn1CN1CCOCC1)-c1ccccc1-3	41*	4	2	1.1	-11	-24	-0.14	-2	-5
COc1ccc(C)cc1NC(=O)C1C2C=CC(C2)C1C(=O)O (centres undefined)	8	5	-1	1.1	-9	5	.	-5	-5
CC(C)CC(=O)N1CCN(C(=O)CCC2CCCC2)CC1	9	4	9	0.8	20	19	0.32	-7	-5
COc1ccccc1C(=O)Nc1ccccc1N1CCOCC1	-9	5	8	0.6	37	-25	0.025	-6	-2
COc1ccc(/C(N)=N/OC(=O)Cc2ccc(OC)c(OC)c2)cc1	-5	-14	14	0.8	16	6	0.56	-4	12
Cc1ccccc1-n1nnc2c(=O)oc3ccccc3c21	-4	-4	14	0.3	66*	6	-0.23	0	3
CCCCS(=O)(=O)/C=C/[C@H]1[C@H](S(=O)(=O)CCCC)[C@H]2C=C[C@@H]1C2	.	5	.	.	.	-3	0.68	-3	-3

New compounds follow
SMILES	PostGolgi yeast	sEH inhibitor	PostGolgi ctrl	CYP2C19 act	CYP2C19 inh	S1P2 blocker	hDAT+cocaine	S1P2 agonist	sEH act
C=CCSC1=N/C(=C\c2ccc3c(c2)OCO3)C(=O)S1	-10	-3	-6	1	3	7	0.53	-5	7
O=C(NCC1CCCO1)C(C(=O)c1ccc(F)cc1)n1ccccc1=O (centres undefined)	-2	-8	5	1.2	-18	18	0.078	-6	6
CC(C)CCNC(=O)Cn1c2c(c(-c3ccccc3Cl)cc1=O)CCC2	4	7	-5	0.9	13	-6	1.1	-5	-4
Cc1ccc(NC(=O)Cn2c(=O)n(Cc3ccco3)c(=O)c3ccccc32)c(C)c1	-1	0	11	0.7	35	-3	0.52	-7	-3
CC(=O)Nc1ccc(Cc2ccncc2)cc1	-3	3	-13	0	97*	7	-1.4	-4	-7
COc1ccc(C(c2sc3nc(C)nn3c2O)N2CCC3(CC2)OCCO3)cc1 (centres undefined)	15	4	3	0.6	45	-12	0.88	-6	-1
C=C(C)COc1ccc2oc(C)c(C(=O)OCCOC)c2c1	-1	4	5	0.2	84*	20	-0.25	-2	-6
COc1ccc(-c2nc(-c3cccc(C)c3)nc(N3CCN(C)CC3)c2C#N)cc1	-3	.	23	0.9	12	8	-0.59	-4	.
O=C(COC(=O)c1ccccn1)NCc1ccccc1	27	.	7	0.3	69*	7	-0.94	-4	.
O=C(O)C1CC=CCC1C(=O)Nc1cccc(F)c1 (centres undefined)	-2	-3	28	0.8	20	-6	-1.8	-1	1
CCOC(=O)N1CCN(C(=O)C2CCCCC2)CC1	-1	-12	16	0.7	32	-20	-2.6*	-4	12
COc1ccc(-c2nnc(NC(=O)c3ccc(F)cc3)o2)cc1	18	-11	4	1	-4	9	.	-5	10
O=C(O)C1CC=CCC1C(=O)NCc1ccccc1 (centres undefined)	2	12	-9	1.1	-13	26	0.47	-2	-12
COC(=O)C1=C(N)Oc2cc(C)n(CCc3ccccc3)c(=O)c2C1c1cccnc1 (centres undefined)	17	.	3	0.1	92*	10	1.2	-5	.
O=C(COc1ccc2ccccc2c1)NNC(=O)Cc1cccc2ccccc12	4	-4	-3	.	.	8	-0.2	-4	5
c1ccc(Nc2nc(N3CCNCC3)nc(N3CCOCC3)n2)cc1	.	-2	.	.	.	15	1.9	-7	4
COc1ccccc1OCC(=O)NCCc1nc2ccccc2[nH]1	11	5	-12	0.6	44	-3	0.0086	-5	-6
CC1CCc2nc(NCCO)nc(C(F)(F)F)c2C1 (centres undefined)	2	-8	8	1	2	-30	-0.35	0	6
CCOC(=O)c1c(C)[nH]c(C(=O)CSc2ccccc2)c1C	9	.	11	0.2	84*	.	-1.9	.	.
CCOC(=O)c1ccoc1CSCC(=O)N1CCN(S(=O)(=O)c2ccc(C)cc2)CC1	-1	.	20	0.8	24	.	1.3	.	.
COc1ccc(C(=O)NCc2cccnc2)cc1	.	-8	.	.	.	0	0.52	-2	6
Cc1c(C(=O)OCC(C)C)[nH]c2c1C(=O)CC(c1cccs1)C2 (centres undefined)	4	-1	14	0.2	80*	-22	.	-3	3
O=C1OCC/C1=C\c1ccccc1O	12	3	-10	0.9	11	-3	1.3	2	-5
CCN1C(=O)CC(N2CCN(c3ccc(OC)cc3)CC2)C1=O (centres undefined)	-7	-1	5	1.1	-10	20	-0.57	-5	0
COC(=O)c1sc(=S)n(-c2cc(F)ccc2F)c1N	-3	.	0	0.5	47	-8	-0.53	-4	.

Additional structures
SMILES	PostGolgi yeast	sEH inhibitor	PostGolgi ctrl	CYP2C19 act	CYP2C19 inh	S1P2 blocker	hDAT+cocaine	S1P2 agonist	sEH act
CCc1cc(=O)oc2cc(OCC(=O)OC)c(Cl)cc12	1	2	2	0.9	11	-6	-1.1	-6	-4
COCCn1c(COc2ccccc2)nnc1SCC(N)=O	.	6	.	0.9	9	8	.	-6	-9
CCC(C)[C@H](NC(=O)Nc1ccc(Oc2ccccc2)cc1)C(=O)O (some centres undefined)	-7	-7	-1	0.9	5	10	-0.066	-8	10
O=C(Nc1ccc(Cn2nnc3ccccc32)cc1)c1ccco1	-10	1	8	1.1	-7	-3	-0.67	-4	-2
CC1(C)NC(=O)NC2(C)NC(=O)NC(C)(C)C12 (centres undefined)	6	0	4	1.1	-12	5	0.014	-4	2
Cc1nn(Cc2ccccc2)c(C)c1NC(=O)CSc1nc(C2CC2)nc2c1cnn2-c1ccccc1	-7	12	-9	0.9	11	7	-0.26	-7	-9
CCOC(=O)N1CCN(C(=O)C(NS(=O)(=O)c2cccc3nsnc23)c2ccccc2)CC1 (centres undefined)	-1	-5	-1	1.1	-9	22	0.00046	-4	0
COc1ccc(Cl)cc1NC(=O)Nc1cccc([N+](=O)[O-])c1C	2	-3	42*	0.9	10	-28	-0.64	0	2
COc1ccc(OC)c2c(N3CCN(C)CC3)cc(C(F)(F)F)nc12	5	8	-2	0.8	20	-10	-1.3	-8	-8
COc1ccc(-n2c(C)nn(C)c2=O)cc1	5	5	-7	1	3	6	-0.37	-4	-5
Cc1ccc(S(=O)(=O)N(C)c2ccc(C(=O)N3CCN(Cc4ccc5c(c4)OCO5)CC3)cc2)cc1	-10	-14	6	0.4	55*	2	0.57	-5	14
Cc1nc2cc(NC(=O)Nc3ccc(N4CCOCC4)cc3)ccc2n1C	2	4	-1	0.9	11	-5	-0.65	-6	-4
Cc1cccc(OCCCCc2c(C)n[nH]c2C)c1C	8	-4	38*	0.1	88*	23	0.36	-9	5
O=S(=O)(N/N=C/c1ccc2c(c1)OCCO2)c1ccc(Cl)cc1	-5	4	16	0.7	32	23	-0.96	-6	-2
CCOC(=O)C1CCN(C(=O)Nc2ccc(NC(=O)C3CCN(C(=O)OCC)CC3)cc2)CC1	-1	.	-1	1.2	-16	.	-0.031	.	.
CCOc1ccc(C2CC(c3cccc(Cl)c3)n3nc(N)nc3N2)cc1 (centres undefined)	1	.	6	1	-2	.	0.97	.	.
CC(NC(=O)Cc1c(F)cccc1Cl)C1CCCO1 (centres undefined)	0	7	7	1	-1	-6	0.0015	-4	-4
CC(C)=C1C2C=CC1C(C(=O)Nc1cc(C)ccc1C)C2C(=O)O (centres undefined)	-5	.	1	0.8	20	.	0.5	.	.
CC1(C)Cc2c(C#N)c(SCC(=O)c3ccccc3)nc(N3CCOCC3)c2CS1	1	-12	11	0.2	81*	-15	-0.69	0	12
Cc1ccc(-c2cn(S(=O)(=O)c3ccc(C)cc3)nc2N)cc1	-8	15	-2	0.8	19	7	-0.98	-4	-16
Cc1nc2ccccn2c1C(=O)NC1CCCCC1	4	.	-4	0.9	12	.	-1	.	.
COC(=O)C(Nc1ccccc1Cl)(c1cc(C)c(O)c(C)c1)C(F)(F)F (centres undefined)	-10	-6	28	0	100*	7	2	-6	8
Cc1ccc(N=Nc2c(N)[nH]n3c(=O)cc(-c4ccccc4)nc23)cc1	20	-3	10	1	0	-7	1.6*	-3	3
Cc1ccc(CCNC(=O)C2CCN(S(=O)(=O)c3cccc4nonc34)CC2)cc1	-3	13	3	0.9	5	3	-0.27	-6	-10
Cc1ccc(C2C(C(=O)c3sc(-c4ccccc4)nc3C)=C(O)C(=O)N2CCN(C)C)o1 (centres undefined)	.	-7	.	.	.	-8	.	-6	6

In the list so far, these have a cyano group.
SMILES	PostGolgi yeast	sEH inhibitor	PostGolgi ctrl	CYP2C19 act	CYP2C19 inh	S1P2 blocker	hDAT+cocaine	S1P2 agonist	sEH act
COc1cccc(/C(C#N)=C/c2c(-c3ccc(Cl)cc3)nc3c(C)cccn23)c1	7	-8	49*	0.4	55*	20	0.4	-1	6
COc1ccc(-c2nc(-c3cccc(C)c3)nc(N3CCN(C)CC3)c2C#N)cc1	-3	.	23	0.9	12	8	-0.59	-4	.
CC1(C)Cc2c(C#N)c(SCC(=O)c3ccccc3)nc(N3CCOCC3)c2CS1	1	-12	11	0.2	81*	-15	-0.69	0	12

(listing goes on)
SMILES	PostGolgi yeast	sEH inhibitor	PostGolgi ctrl	CYP2C19 act	CYP2C19 inh	S1P2 blocker	hDAT+cocaine	S1P2 agonist	sEH act
Cn1c(SCC(=O)NC2CCCC2)nnc1-c1ccc(S(=O)(=O)N2CCOCC2)cc1	-9	-4	5	1	-4	2	-0.5	-6	3
Fc1cccc(NC(=S)Nc2ccc(Br)cc2)c1	1	3	23	0.2	82*	16	-1.3	-4	-5
Cc1nc(SCC(=O)NCc2ccccc2)c2c(=O)n(C)c(=O)n(C)c2n1	-12	.	27	1	4	.	-0.11	.	.
CCCN1C(=O)/C(=C/c2ccc(C)o2)SC1=Nc1ccc(OCC)cc1	11	6	3	0.9	8	5	1.2	-3	-4
